Bioassay records: PubChem, several laboratories
Wnt bcat act = Wnt/beta-catenin pathway activators, primary screen, cell-based, plate reader, single point; Wnt/beta-catenin reporter cell assay, activator; 300,000 tested, 1.2% active; activation, % at 9.35 µM; in the data active means activation above about 30%, passing the limit was not always enough;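 further: 0% = neutral control wells and 100% = positive control wells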
CAL PDZ FP-1 = untagged CAL PDZ binding inhibitors, primary screen, biochemical, fluorescence polarization, HTS | purified CAL PDZ, TMR-peptide fluorescence polarization, 1 h | AID 602252, 2012 | inhibition, % at 24.9 µM | 300,000 tested, 0.92% active;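 active means mean inhibition of at least 30% with at least half of replicates also reaching 30%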;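 further: 0% = DMSO neutral control and 100% = excess unlabeled competitor peptide PRC23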
cardiac RTF act = cardiac RTF calcium sensitivity activators, primary screen, biochemical, IANBD-TnC fluorescence, EC20 calcium; Troponin I, cardiac muscle (Homo sapiens) + Troponin T, cardiac muscle (Homo sapiens) + …; IANBD-labeled TnC RTF fluorescence at EC20 calcium; 0% EC20 calcium, 100% full calcium; activation, % at 7.2 µM; 340,000 tested, 0.24% active; AID 493008, 2010;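 active means activation above the mean over all tested compounds plus 3 SD, cut at about 30% in these data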;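 further: rise in fluorescence read as greater calcium sensitivity of cardiac thin filaments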
V-ATPase pHluor = regulators of yeast V-ATPase proton pumping, primary screen, pHLuorin cytosolic pH fluorescence | S. cerevisiae | response, % at 10 µM | 350,000 tested, 0.37% active | AID 504577, 2011; in the data active means response mostly above about 7.3%, no sharp cut-off; inactive means mostly below about 5.4%; further: actives read high; inactives centre near 0; some compounds called inactive have numbers as strong as hits; reference of the scale not given here
Rtt109 HAT inh = inhibitors of C. albicans Rtt109/Vps75 HAT, primary screen, biochemical, ThioGlo CoA-SH fluorescence, plate reader. Histone acetyltransferase RTT109 (Candida albicans (strain SC5314 / ATCC MYA-2876)), …. purified Rtt109/Vps75, 4 h. inhibition, % at 34.9 µM. 330,000 tested, 0.16% active. AID 540336, 2011;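 active means inhibition of at least 50% in every replicate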
CDK5 inh = inhibitors of human CDK5/p35 kinase, primary screen, biochemical, single concentration. Recombinant CDK5/p35, ADP-Glo luminescence, 60 min. AID 488839, 2010. Cyclin-dependent kinase 5 (Homo sapiens) + Cyclin-dependent kinase 5 activator 1 (Homo …. 330,000 tested, 0.01% active. inhibition, % at 10 µM;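 active means highest replicate inhibition of at least 50% and at least 75% of replicates reaching 50%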;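 further: plate controls were DMSO neutral control for no effect and GW8510 at 10 µM for full effect; many of its hits are not listed in these tables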
Target sequence (Q00535 whole entry, looked up): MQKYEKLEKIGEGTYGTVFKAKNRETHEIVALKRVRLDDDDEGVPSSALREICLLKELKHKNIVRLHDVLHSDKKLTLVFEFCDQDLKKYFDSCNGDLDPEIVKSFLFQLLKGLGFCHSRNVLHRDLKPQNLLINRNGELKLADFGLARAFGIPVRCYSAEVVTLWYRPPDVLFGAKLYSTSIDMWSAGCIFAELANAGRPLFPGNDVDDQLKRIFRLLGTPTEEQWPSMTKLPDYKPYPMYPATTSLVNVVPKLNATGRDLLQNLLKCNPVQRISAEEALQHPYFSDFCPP
Target sequence (Q15078 whole entry, looked up): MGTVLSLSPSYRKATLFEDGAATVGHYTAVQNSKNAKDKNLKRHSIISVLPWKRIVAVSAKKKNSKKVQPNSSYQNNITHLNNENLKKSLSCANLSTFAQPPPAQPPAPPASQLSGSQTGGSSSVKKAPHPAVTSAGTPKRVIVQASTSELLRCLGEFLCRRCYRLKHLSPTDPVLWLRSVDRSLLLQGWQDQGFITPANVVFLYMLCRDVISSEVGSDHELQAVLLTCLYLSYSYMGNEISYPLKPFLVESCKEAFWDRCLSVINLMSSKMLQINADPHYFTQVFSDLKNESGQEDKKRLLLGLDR
MITF TRPM1 HTS = activators of MITF-driven TRPM1 promoter reporter, primary screen, cell-based, SK-MEL-5, luciferase, single point | SK-MEL-5 TRPM1-promoter luciferase, 24 h; % of positive control, neutral wells = 0 | activation, % at 12.5 µM | 300,000 tested, 0.75% active;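 active means mean activation of at least 80% with every replicate also reaching 80%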;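 further: 0% = neutral control wells and 100% = parthenolide positive control wells; values of inactives mirror those of a sister screen read the other way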
CAL PDZ FP-2 = CAL PDZ peptide-binding inhibitors, primary screen, biochemical, fluorescence polarization, Cer-tagged CAL PDZ, HTS | purified CAL PDZ, TMR-peptide fluorescence polarization, 1 h | AID 504414, 2011 | 330,000 tested, 0.02% active | inhibition, % at 20 µM | Golgi-associated PDZ and coiled-coil motif-containing protein (Homo sapiens), Q9HD26;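 active means highest replicate inhibition of at least 40%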;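 further: plate controls were DMSO neutral control wells for no effect and unlabeled competitor peptide control wells for full effect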
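Assay system – tagged CAL PDZ protein CerCALP, purified · Timing – 1 h at RT · Compound – single point, 20 µM · Measured by – fluorescence polarization from S- and P-plane intensities, G-factor corrected · Evaluation – inhibition from polarization loss · Probe or stimulus – TMR reporter peptide T*-PRC34 · Buffer or medium – pH 7.4 phosphate-saline buffer, reducing agent, detergent, IgG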
dFosB activator = activators of delta FosB homodimer, primary screen, biochemical, fluorescence polarization, TAMRA-CDK5 oligo, single point; purified delta FosB; percent of positive-control signal above neutral wells; activation, % at 25 µM; 340,000 tested, 0.99% active;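 active means mean activation above about 17%, with every replicate also reaching it, limit read from the data, passing the limit was not always enough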;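 further: fluorescence polarization rise as delta FosB binds a TAMRA Cdk5 AP-1 oligo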
Target sequence (P13346 whole entry, looked up): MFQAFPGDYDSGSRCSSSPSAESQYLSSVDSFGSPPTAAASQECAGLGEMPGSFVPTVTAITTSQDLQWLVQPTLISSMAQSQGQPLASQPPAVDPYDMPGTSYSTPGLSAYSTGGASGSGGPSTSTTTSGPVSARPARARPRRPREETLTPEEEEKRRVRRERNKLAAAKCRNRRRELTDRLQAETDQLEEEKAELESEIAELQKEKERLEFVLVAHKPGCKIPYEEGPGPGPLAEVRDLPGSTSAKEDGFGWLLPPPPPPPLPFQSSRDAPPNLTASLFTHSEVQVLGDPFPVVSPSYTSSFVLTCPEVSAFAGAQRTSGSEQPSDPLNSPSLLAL
Tat export inh = E. coli Tat export inhibitors, primary screen, MC4100, TorA-mCherry reporter, fluorescence, single point; inhibition, % at 10 µM; 340,000 tested, 0.036% active;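 active means mean replicate inhibition at least 50% and at least half of replicates individually reaching 50%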;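 further: exported cargo escapes ClpAP degradation while cytoplasmic cargo is degraded and loses fluorescence; 0% = median of neutral control wells and 100% = median of NaSCN control wells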
* marks the source's active call; other numbers are inactive results; . = not tested or not shown.

SMILES	Wnt bcat act	CAL PDZ FP-1	cardiac RTF act	V-ATPase pHluor	Rtt109 HAT inh	CDK5 inh	MITF TRPM1 HTS	CAL PDZ FP-2	dFosB activator	Tat export inh
CCOC(=O)N1CCN(C(=O)c2cc3c(s2)-c2c(C)cccc2OC3)CC1	1	1	-4	-8	-22	-1.0	-5	-2.0	-6	3
Cc1cc(-c2ccccc2)nc(N/N=C/c2ccccc2F)n1	11	-4	0	1	10	-0.8	.	-1.8	-1	-6
COc1cccc(OCc2cc(C(=O)NCC3CCCCC3)no2)c1	4	-5	-4	-4	-2	0.3	10	-0.3	-5	0
O=S(=O)(NCc1ccccn1)c1cc(C(F)(F)F)ccc1Cl	-1	.	-5	6	4	-6.9	-2	-0.5	-4	-6
COc1ccc(NC(=O)CC(C)NCCCN2CCCC2=O)cc1 (configuration not stated)	0	-2	2	1	-2	1.2	0	0.8	-5	-6
CCOC(=O)c1cc(-c2ccccc2)sc1NC(=O)C(C)Sc1nnnn1C (configuration not stated)	2	3	0	1	-10	-0.5	10	-0.8	-11	18
Cc1ccccc1NS(=O)(=O)c1ccc(C(=O)NCC(c2ccco2)N(C)C)cc1 (configuration not stated)	-3	-2	0	1	0	-0.5	-5	-1.3	-5	-1
CC1(C)CC(=O)c2c(nc(SCC(=O)Nc3nsc(-c4ccccc4)n3)c(C#N)c2-c2ccccc2)C1	.	-4	4	3	-5	0.1	-11	-1.7	-10	3
CCCC[N+](CC#Cc1ccccc1)(CCCC)CCCS(=O)(=O)[O-]	1	-1	6	-1	12	-1.5	-13	0.1	-6	-5
COc1ccc(OCC(=O)NCCc2ccc(S(N)(=O)=O)cc2)cc1	-6	-3	3	3	0	1.0	0	0.3	2	1
COc1ccccc1NC(=O)C(C)OC(=O)C1CCC(C(C)(C)C)CC1 (configuration not stated)	-4	.	-15	7	-3	-0.5	15	0.2	1	12
ON1C2CCCCC2N(O)C1c1c(F)c(F)c(F)c(F)c1F (configuration not stated)	4	0	14	0	2	-1.4	.	0.3	6	5
CCOC(=O)CSc1nc(C(C)C)nc2ccccc12	-3	0	6	-5	0	-0.1	.	.	1	0
O=C(Nc1ccc(F)cc1Cl)c1ccc2c(=O)n3c(nc2c1)CCC3	29	-4	-6	11*	4	5.1	102*	-4.4	-10	-10
CCOc1ccc2nc(C)cc(C(=O)O)c2c1	-3	-2	-4	1	.	0.3	-2	-2.5	0	-3
O=C(Nc1cc(C(F)(F)F)ccc1N1CCOCC1)c1c(F)c(F)c(F)c(F)c1F	.	-2	2	-6	9	0.0	-11	0.4	3	-8
O=C(C[C@H]1C/C=C\CC[C@@H](Cc2ccc(F)cc2)C(=O)O[C@H](c2ccccc2)CNC1=O)N[C@H](CO)Cc1ccccc1	-2	0	0	-2	-1	8.5	-7	0.2	4	-2
CCc1ccc(C(C)NC(=S)NCc2ccc(F)cc2)cc1 (configuration not stated)	11	1	-5	0	3	-0.7	4	-1.2	-10	0
Nc1c(-c2ccccc2)n[nH]c1-c1ccccc1	28	.	4	-1	25	-0.6	12	-2.0	-11	6
COc1ccc(N2C(=O)C(Cl)=C(Nc3ccccc3OC)C2=O)cc1	.	-6	5	1	7	-0.9	13	-0.2	-6	1
CCC(C)C1Nc2ccc(C(=O)NCc3ccc4c(c3)OCO4)cc2NC1=O (configuration not stated)	0	-5	4	-3	5	-1.3	-9	-1.6	-8	14
COc1cc(CN(CC(C)C)S(=O)(=O)c2ccccc2Br)cc(OC)c1	-2	0	2	-1	-5	-2.9	1	-0.7	1	5
O=C(c1ccccc1F)N(Cc1ccccc1)C1CCS(=O)(=O)C1 (configuration not stated)	.	2	-1	4	-2	0.0	-5	-1.2	1	-3
COc1cc(OC)c(OC)cc1CN1CCN(S(=O)(=O)c2ccc(NC(C)=O)cc2)CC1	0	-4	8	-1	3	-3.9	1	-2.5	-11	4
CC(C)c1ccccc1NC(=O)COC(=O)/C=C/c1cccc([N+](=O)[O-])c1	.	2	-4	-2	.	-2.9	3	-3.5	1	4

Rewritten with two lines to a compound: part of the list above
Values run as follows: Wnt bcat act | CAL PDZ FP-1 | cardiac RTF act | V-ATPase pHluor | Rtt109 HAT inh | CDK5 inh | MITF TRPM1 HTS | CAL PDZ FP-2 | dFosB activator | Tat export inh
O=C(Nc1ccc(F)cc1Cl)c1ccc2c(=O)n3c(nc2c1)CCC3
  29 | -4 | -6 | 11* | 4 | 5.1 | 102* | -4.4 | -10 | -10
CCOc1ccc2nc(C)cc(C(=O)O)c2c1
  -3 | -2 | -4 | 1 | . | 0.3 | -2 | -2.5 | 0 | -3
O=C(Nc1cc(C(F)(F)F)ccc1N1CCOCC1)c1c(F)c(F)c(F)c(F)c1F
  . | -2 | 2 | -6 | 9 | 0.0 | -11 | 0.4 | 3 | -8
O=C(C[C@H]1C/C=C\CC[C@@H](Cc2ccc(F)cc2)C(=O)O[C@H](c2ccccc2)CNC1=O)N[C@H](CO)Cc1ccccc1
  -2 | 0 | 0 | -2 | -1 | 8.5 | -7 | 0.2 | 4 | -2
CCc1ccc(C(C)NC(=S)NCc2ccc(F)cc2)cc1 (configuration not stated)
  11 | 1 | -5 | 0 | 3 | -0.7 | 4 | -1.2 | -10 | 0
Nc1c(-c2ccccc2)n[nH]c1-c1ccccc1
  28 | . | 4 | -1 | 25 | -0.6 | 12 | -2.0 | -11 | 6

(continued)
SMILES	Wnt bcat act	CAL PDZ FP-1	cardiac RTF act	V-ATPase pHluor	Rtt109 HAT inh	CDK5 inh	MITF TRPM1 HTS	CAL PDZ FP-2	dFosB activator	Tat export inh
COc1ccc(-n2nc3c(c2NC(=O)c2c(F)cccc2Cl)CS(=O)C3)cc1 (configuration not stated)	-5	.	4	0	17	-0.8	1	0.0	3	1
Cn1c(SCc2nc3ccccc3[nH]2)nnc1-c1ccccn1	.	-1	1	-7	-1	-2.0	-3	0.0	-2	-7
COc1ccc(N/C=C2/CCCCC2=O)cc1	0	-5	14	5	2	0.5	51	-0.6	-3	-6
Cc1ccc(OCC(=O)Nn2cnc3ccccc32)cc1	-3	1	1	-1	0	0.1	.	-2.3	-4	-3
Cc1ccccc1N1C(=O)C(Oc2ccc(Cl)cc2)C1CNC(C)(C)C (configuration not stated)	-1	1	6	-2	-2	-0.3	14	-2.2	-17	4
COc1ccc(-c2cc(C(=O)N3CCN(c4ccccc4)CC3)no2)cc1	-3	-4	3	2	-1	0.9	55	-0.4	-3	2
CC(=O)c1ccc(N2CCN(C(=O)c3nn(Cc4ccccc4)c(=O)c4ccccc34)CC2)cc1	5	-3	-3	-3	10	1.2	1	-2.2	-1	1
O=C(C=C(O)c1ccc(Cl)cc1)C(=O)NNC(=O)C(O)(c1ccccc1)c1ccccc1	-2	-3	-3	-4	8	-2.2	-7	-0.6	-15	-8
Cc1ccc(C)c(N(C(=O)CNC(=O)c2ccco2)C(C(=O)NC2CCCCC2)c2ccncc2)c1 (configuration not stated)	-2	-3	0	0	-6	-0.2	-5	-3.2	-15	-3
COC(=O)C1=CN(C)C=C(C(=O)OC)C1c1ccc(O)c(OC)c1	-1	-2	0	3	-29	0.0	-6	-4.6	-1	-11
Cc1noc(C)c1S(=O)(=O)Nc1ccccc1OC(F)(F)F	0	.	2	0	1	1.0	-3	-1.3	6	-6
O=C(COC(=O)c1ccc2[nH]c3c(c2c1)CCCC3)Nc1ccccc1	3	-5	1	-2	4	-0.6	13	0.6	14	-2
Cc1cccc(NCCC(=O)c2ccc(Br)cc2)c1	0	0	-1	1	-4	2.3	-1	-2.1	-4	3
Cc1c(Cl)cnc(NC(=O)CSc2nnnn2C)c1Cl	1	-2	-4	-5	0	1.2	2	1.2	1	0
CC1CCCC(C)N1C(=O)CSc1nnc(COc2ccccc2)n1-c1ccccc1 (configuration not stated)	-1	0	2	3	0	2.3	-6	-2.7	1	3
O=c1c(Cc2ccccc2O)c(O)nc2n1CCCS2	3	-4	2	1	6	0.5	.	0.3	1	0
Cc1cc(NC(=O)CSc2nnc(-c3ccncc3)n2C)n(-c2ccccc2)n1	1	77*	3	0	-16	1.1	.	0.3	3	-8
Cc1ccc(C)c(OCc2cc(C(=O)NC(c3ccccn3)C(F)(F)F)no2)c1 (configuration not stated)	-1	-3	1	-1	-2	-0.3	-7	-1.2	-5	8
O=C(NN=C1CCCCCCCCCCC1)c1ccccc1F	0	1	-2	-3	0	-7.3	-4	-2.3	4	6
CCOC(=O)C1=C(N)N2C(=O)C(C)SC2=C(C(=O)OCC)C1c1ccc(O)cc1 (configuration not stated)	5	2	2	5	-4	2.0	3	-0.5	-9	-7
Cn1nc(C(=O)NC2CCCCCC2)ccc1=O	15	-3	-3	4	0	-0.6	-3	-0.1	-6	5
CCC1CCCCN1CCCNC(=O)C1CCN(c2nnc(-n3cccc3)s2)CC1 (configuration not stated)	1	-4	1	1	2	1.0	13	0.8	-4	4
